Bioassay records (PubChem BioAssay)
LEDGF integ inh: blockers of LEDGF/p75-dependent integrase strand transfer – biochemical, TR-FRET, high throughput, primary screen; TR-FRET IN-LEDGF/p75 DNA integration, Eu/Cy5; inhibition, % at 3.7 µM; hit rate 0.64% among 370,000; AID 743269, 2014;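 active = inhibition above the screen-wide mean plus 3 SD, cut at about 13% in these data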;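 also: signal is the Cy5 over europium emission ratio at 671 and 618 nm; 0% = plate median of compound wells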
UHRF1 MBD2 ctr: UHRF1 methylated DNA binding inhibitors, primary screen, counter-screen for MBD2 inhibitor project, biochemical, TR-FRET, human UHRF1, single concentration. inhibition, % at 4.4 µM. UHRF1 binding to methylated oligo. E3 ubiquitin-protein ligase UHRF1 (Homo sapiens), Q96T88. hit rate 0.75% among 370,000; in the data active = inhibition above about 21%;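 also: UHRF1 SRA domain binding a hemimethylated CpG hairpin DNA probe; 0% = median of test compound wells and 100% = reference inhibitor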
Target sequence (Q96T88 whole entry, looked up, the tested form may be a part): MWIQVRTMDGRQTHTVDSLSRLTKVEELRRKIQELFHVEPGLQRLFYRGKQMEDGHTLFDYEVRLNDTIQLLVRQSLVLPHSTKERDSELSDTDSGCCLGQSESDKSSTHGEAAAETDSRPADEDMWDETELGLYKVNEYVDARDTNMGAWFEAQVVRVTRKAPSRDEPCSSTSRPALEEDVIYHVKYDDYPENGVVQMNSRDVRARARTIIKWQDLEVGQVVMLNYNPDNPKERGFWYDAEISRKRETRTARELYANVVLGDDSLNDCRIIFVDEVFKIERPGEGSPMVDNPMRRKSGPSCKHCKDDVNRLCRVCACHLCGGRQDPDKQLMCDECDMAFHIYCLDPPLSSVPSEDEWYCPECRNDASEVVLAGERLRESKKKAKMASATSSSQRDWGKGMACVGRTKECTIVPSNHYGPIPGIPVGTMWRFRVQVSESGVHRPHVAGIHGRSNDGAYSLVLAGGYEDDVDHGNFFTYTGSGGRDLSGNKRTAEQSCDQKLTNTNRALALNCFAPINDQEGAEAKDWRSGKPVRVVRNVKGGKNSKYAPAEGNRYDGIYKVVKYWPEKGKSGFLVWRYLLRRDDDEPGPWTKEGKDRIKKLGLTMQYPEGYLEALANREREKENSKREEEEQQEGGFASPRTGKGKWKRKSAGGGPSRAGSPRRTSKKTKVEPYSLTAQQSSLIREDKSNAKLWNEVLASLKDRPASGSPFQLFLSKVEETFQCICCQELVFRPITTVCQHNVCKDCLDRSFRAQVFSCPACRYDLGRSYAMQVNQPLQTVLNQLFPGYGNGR
PRMT1 FP inh: PRMT1 methyltransferase inhibitors, primary screen, biochemical, fluorescence polarization | hit rate 1.3% among 370,000 | recombinant PRMT1, activity-based probe fluorescence polarization | inhibition, % at 2.79 µM | AID 652257, 2013;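 active = inhibition above about 21% made by adding two undisclosed values, limit read from the data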
PG9 binder: binders of HIV-1 gp120 antibody PG9, primary screen, biochemical, TR-FRET | HIV-1 gp120 / PG9 antibody interaction | TR-FRET gp120-PG9 antibody binding | inhibition, % at 6.7 µM | hit rate 0.43% among 360,000 | AID 624416, 2012; in the data active = inhibition above about 8.5%
HTRA1 inhibitor: HTRA1 serine protease inhibitors, primary screen, biochemical, fluorescence polarization, HTS | Q92743 | recombinant HTRA1, FP-rhodamine activity-based probe | inhibition, % at 5.96 µM | hit rate 0.5% among 340,000; in the data active = inhibition above about 36%;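 also: 0% = enzyme with DMSO and 100% = wells lacking enzyme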
TCR-CD3 inh: inhibitors of human TCR-CD3 interaction, primary screen, biochemical, fluorescence, TAMRA-labeled TCR probe | inhibition, % at 9.4 µM | AID 651800, 2012 | hit rate 0.37% among 360,000 | T-cell receptor (TCR); in the data active = inhibition above about 19%;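 also: recombinant mutant TCR 2C K166C tagged with TAMRA read by polarization; 0% = receptor in buffer alone and 100% = receptor with positive control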
MBD2 inh: inhibitors of MBD2 binding to methylated DNA, primary screen, biochemical, TR-FRET, DNA-binding domain, human; MBD2 binding to methylated oligonucleotide; AID 686964, 2013; hit rate 0.31% among 370,000; inhibition, % at 4.4 µM; in the data active = inhibition above about 13%
NR1D1 modulator: modulators of Rev-erb alpha DNA binding, primary screen, biochemical, FITC-DNA, fluorescence polarization, uHTS. hit rate 0.79% among 370,000. Rev-erbα–FITC-DNA binding, 90 min. activity, % at 10 µM;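 active = activity above about 14%, limit read from the data; passing the limit was not always enough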;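 also: 0% = DMSO wells with 35 nM protein and 100% = DMSO wells with 750 nM protein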
rCAG RNA binder: binders of r(CAG) RNA repeats, primary screen, biochemical, fluorescence. inhibition, % at 3 µM. r(CAG) RNA repeat, TO-PRO-1 dye displacement fluorescence. hit rate 1.3% among 370,000;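 active = inhibition above the plate cutoff, the mean of all test compounds on that plate plus 3 SD, cut at about 35% in these data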;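 also: 0% = DMSO alone and 100% = 100 µM mitoxantrone as full dye displacement; higher means more dye released from RNA so lower well fluorescence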
ABHD4 inh: ABHD4 inhibitors, primary screen, biochemical, fluorescence polarization, mouse; purified mABHD4, FP-Rh probe fluorescence polarization; inhibition, % at 8.92 µM; hit rate 0.54% among 370,000; AID 720543, 2013;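 active = inhibition exceeding the mean over every tested compound plus 3 SD, cut at about 30% in these data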;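 also: 0% = plate median of compound wells and 100% = S159A mutant with DMSO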
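Doses – 8.92 µM, single dose · Material – wild-type mouse ABHD4 protein · Replication – single well per compound (singlicate) · Measure – percent inhibition of probe binding, normalized to plate controls · Schedule – 45 min compound pre-incubation plus 60 min probe step, 25 °C · Detection – fluorescence polarization with parallel and perpendicular emission, 525/598 nm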
An asterisk follows results filed as active; · = no result given. This is a subset; count on the stated rates, not on these rows.

The first three entries (preview)
cpd	mol	LEDGF integ inh	UHRF1 MBD2 ctr	PRMT1 FP inh	PG9 binder	HTRA1 inhibitor
1	Cc1cc(C)n(-c2ccc(NC(=O)C3CCCCN3C(=O)c3cccs3)cc2)n1 (stereo unspecified)	-2	1	1	-2.2	-10
2	O=[N+]([O-])c1cccc(/C=N/n2c(-c3cccnc3)n[nH]c2=S)c1	-1	-4	1	-0.1	2
3	CCC(=O)N1N=C(c2cccc(NS(C)(=O)=O)c2)CC1c1cccs1 (stereo unspecified)	-1	-2	-1	-1.9	4

cpd	TCR-CD3 inh	MBD2 inh	NR1D1 modulator	rCAG RNA binder	ABHD4 inh
1	6	2	-4	-8	-5
2	-1	-1	3	3	2
3	4	-5	3	2	-8

The whole of this part, previewed entries included:
cpd	mol	LEDGF integ inh	UHRF1 MBD2 ctr	PRMT1 FP inh	PG9 binder	HTRA1 inhibitor
1	Cc1cc(C)n(-c2ccc(NC(=O)C3CCCCN3C(=O)c3cccs3)cc2)n1 (stereo unspecified)	-2	1	1	-2.2	-10
2	O=[N+]([O-])c1cccc(/C=N/n2c(-c3cccnc3)n[nH]c2=S)c1	-1	-4	1	-0.1	2
3	CCC(=O)N1N=C(c2cccc(NS(C)(=O)=O)c2)CC1c1cccs1 (stereo unspecified)	-1	-2	-1	-1.9	4
4	CCNc1nc(NCC)nc(SCCOC(=O)c2ccccc2)n1	-2	-1	-2	-1.5	-11
5	O=C(CCl)Nc1cn(-c2ccccc2)nc1-c1ccccc1	0	-3	0	-1.1	-19
6	Cc1cccc(C)c1NC(=O)[C@@]1(CC(=O)O)CC(/C=C/c2ccccc2)=NO1	-3	-1	1	-2.7	-5
7	CC(=NNC(=O)c1cccs1)c1ccc2c(c1)OCCO2	-1	1	-3	-1.4	3
8	CCCNC(=O)C1(CC2CC(c3ccccc3)=NO2)CCN(C(=O)Cc2ccc(F)cc2)CC1 (stereo unspecified)	1	2	-1	-0.9	-2
9	COc1cc(NS(=O)(=O)c2ccc(NC(=O)Cc3ccccc3)cc2)nc(OC)n1	-2	-1	2	0.8	5
10	CCOC(=O)CNC(=O)C(CC(C)C)NC(=O)C1CCCCC1 (stereo unspecified)	0	0	-1	-0.1	4

cpd	TCR-CD3 inh	MBD2 inh	NR1D1 modulator	rCAG RNA binder	ABHD4 inh
1	6	2	-4	-8	-5
2	-1	-1	3	3	2
3	4	-5	3	2	-8
4	1	-4	0	-5	-8
5	4	-3	-1	1	-9
6	-1	3	6	4	-4
7	4	-6	6	5	-6
8	-1	0	3	1	-10
9	3	3	1	9	5
10	6	0	2	-3	7

Part of the list above, showing only NR1D1 modulator:
# | Compound | NR1D1 modulator
6 | Cc1cccc(C)c1NC(=O)[C@@]1(CC(=O)O)CC(/C=C/c2ccccc2)=NO1 | 6
7 | CC(=NNC(=O)c1cccs1)c1ccc2c(c1)OCCO2 | 6

Carrying on:
cpd	mol	LEDGF integ inh	UHRF1 MBD2 ctr	PRMT1 FP inh	PG9 binder	HTRA1 inhibitor
11	CCOC(=O)C1(C(C)(C)CC)CC(CSc2nc3ccccc3[nH]2)OC1=O (stereo unspecified)	-1	0	3	-0.7	-24
12	CCOc1ccc(N2CC(C(=O)Nc3cc(S(=O)(=O)N4CCCCC4)ccc3C)CC2=O)cc1 (stereo unspecified)	-2	-1	3	-0.8	-12
13	O=C(COc1ccccc1/C=C\c1nc(O)c([N+](=O)[O-])c(=O)[nH]1)Nc1ccccc1	2	-2	7	-2.0	-4
14	Cc1cccc(NC(=O)c2ccc(S(=O)(=O)N3CCOCC3)cc2)c1C	5	2	-3	-1.3	1
15	CC1=CC2=NC(=O)/C(=C\c3cc(C)n(-c4ccccc4F)c3C)C(=N)N2O1	3	5	-4	0.9	-34
16	CCCCc1nc(SCC(=O)N2CCCC2)c2c(=O)n(C)c(=O)n(C)c2n1	1	0	1	-3.8	4
17	Cn1nc(C(F)(F)F)c(-c2ccccc2)c1NC(=O)c1cccnc1	3	0	-2	-1.3	8
18	O=C(OCn1nnc2ccccc2c1=O)C1CCN(S(=O)(=O)c2cccs2)CC1	0	-3	1	-0.4	8
19	CC(C)c1nnc(N2C(=O)C(O)=C(C(=O)c3cccs3)C2c2ccccc2)s1 (stereo unspecified)	-5	-19	79*	4.6	-10
20	O=C1c2ccccc2C(=O)N1CCCCCc1nc(-c2ccccc2)no1	-1	1	3	0.1	-8

cpd	TCR-CD3 inh	MBD2 inh	NR1D1 modulator	rCAG RNA binder	ABHD4 inh
11	-1	-7	-5	1	-18
12	-3	2	1	2	-3
13	2	-6	-2	16	-4
14	5	-2	-4	1	-4
15	1	-3	-6	4	-4
16	-2	4	-2	-12	5
17	6	-5	-5	-2	2
18	-2	3	9	-5	-4
19	-5	-7	20	-73	-23
20	3	0	-1	1	2

(continued)
cpd	mol	LEDGF integ inh	UHRF1 MBD2 ctr	PRMT1 FP inh	PG9 binder	HTRA1 inhibitor
21	O=C(CCC1CCCC1)Nc1cc(C(F)(F)F)ccc1N1CCOCC1	0	3	2	-2.0	-10
22	O=C(NCCN1CCOCC1)c1ccccc1N1C(=O)[C@@H]2Cc3c([nH]c4ccccc34)C(c3cccc(Cl)c3)N2C1=O (stereo partly specified)	1	0	3	0.5	·
23	COc1ccc(CNC(=O)C(c2ccc(C)o2)N(C(=O)c2csnn2)c2ccc(C(C)C)cc2)cc1 (stereo unspecified)	-2	-3	1	-0.3	-36
24	COc1cc(NC(=O)COC(=O)CCCC2=NS(=O)(=O)c3ccccc3N2)cc(OC)c1	-1	0	-2	-2.0	-1
25	COc1ccc(NC(=S)N2CCCC(c3nc4ccc(C)cc4[nH]3)C2)cc1 (stereo unspecified)	0	2	-4	-0.2	-3
26	COc1ccc2oc(C(=O)NCC3CCCO3)c(C)c2c1 (stereo unspecified)	-1	2	-3	-1.6	-4
27	COc1ccc(CNC2CCCc3ccccc32)cc1OC (stereo unspecified)	8	-3	-4	0.3	0
28	O=C(Nc1cc(S(=O)(=O)N2CCCCCC2)ccc1OCC(F)(F)F)c1cnccn1	3	2	1	-0.7	-11
29	CCN(CC)c1nc2ccccc2n(Cc2cccc(OC)c2)c1=O	0	3	5	0.0	-19
30	O=C(c1ccccc1C(F)(F)F)N1CCC(Oc2cccnc2)CC1	3	1	-2	·	·

cpd	TCR-CD3 inh	MBD2 inh	NR1D1 modulator	rCAG RNA binder	ABHD4 inh
21	-3	1	0	-6	-8
22	6	-7	0	2	-3
23	-4	-1	-2	5	-6
24	-1	-2	-6	10	-3
25	2	-4	-2	-1	6
26	7	3	-8	0	1
27	5	2	-1	-4	2
28	10	-2	-5	0	0
29	-4	-4	6	0	-6
30	·	1	-5	-1	6

Additional compounds follow.
cpd	mol	LEDGF integ inh	UHRF1 MBD2 ctr	PRMT1 FP inh	PG9 binder	HTRA1 inhibitor
31	COc1ccccc1CNC(=O)C1CC(c2ccccc2[N+](=O)[O-])=NO1 (stereo unspecified)	1	3	-1	0.3	-3
32	O=C1C(NS(=O)(=O)c2ccccc2)=C(N2CCN(c3ccc(F)cc3)CC2)C(=O)c2ccccc21	-7	-6	6	-0.8	48*
33	COc1ccccc1CCC(=O)OCC(=O)N1c2ccccc2NC(=O)C1(C)C	1	1	1	1.4	-4
34	Cc1cc(C)n(C(=O)c2ccc([N+](=O)[O-])cc2[N+](=O)[O-])n1	-1	0	-3	-0.1	5
35	COc1ccc(/C=C/C(=O)CC(O)(c2ccccc2)C(F)(F)F)cc1 (stereo unspecified)	-6	-3	-1	1.0	-6
36	CCC(C)(C)C1CCc2[nH]nc(C(=O)NCCCNC(=O)OC(C)(C)C)c2C1 (stereo unspecified)	0	1	2	0.0	3
37	CC(CC(=O)N(C)CC(=O)Nc1ccc(N2CCOCC2)cc1)c1ccccc1 (stereo unspecified)	-7	2	5	1.3	-4
38	CC(C)Cn1c(N)c(C(=O)COC(=O)CCNS(=O)(=O)c2ccccc2)c(=O)n(C)c1=O	2	0	-1	-0.7	-6
39	Cc1cc(=O)oc2ccc(OCC(=O)N3CCC(C)CC3)cc12	0	1	4	2.2	8
40	Cc1c(O)c(S(=O)(=O)c2ccccc2)c(=O)n(-c2ccccc2)c1-c1ccccc1	-4	17	4	1.5	3
41	O=C(CCC(=O)NCCCc1ccccc1)NCCCc1ccccc1	-1	0	-3	-0.5	-2
42	Cc1ccc(S(=O)(=O)N2CCN(C(=O)COC(=O)COc3ccc(Br)cc3)CC2)c(C)c1	3	1	1	-1.9	-3

cpd	TCR-CD3 inh	MBD2 inh	NR1D1 modulator	rCAG RNA binder	ABHD4 inh
31	1	-2	-7	0	4
32	-6	-4	9	7	53*
33	-4	9	-4	4	0
34	5	-4	8	0	0
35	-1	4	3	-4	-4
36	-6	2	4	-4	1
37	-3	0	-1	-4	-3
38	3	5	5	-3	-1
39	-1	1	-7	-4	-2
40	-9	2	5	7	2
41	6	3	0	-6	6
42	-5	1	1	3	-4

Single values from above.
cpd 15 | TCR-CD3 inh = 1
cpd 25 | PRMT1 FP inh = -4
